Tau fibril ThT: inhibitors of human tau fibril formation, thioflavin T binding | AID 1460 | 270,000 compounds, 2.1% hits | recombinant tau K18 P301L (four-repeat tau fragment), heparin-induced fibrillization, ThT fluorescence | Potency, µM (series often up to 57.4 µM), inactives show at the highest dose activity, negative = inhibition, usual class: inhibitors | P10636; further: nearly all actives have a fitted effect of over 55% in size
Target sequence (P10636 561-689 P618L limits assumed): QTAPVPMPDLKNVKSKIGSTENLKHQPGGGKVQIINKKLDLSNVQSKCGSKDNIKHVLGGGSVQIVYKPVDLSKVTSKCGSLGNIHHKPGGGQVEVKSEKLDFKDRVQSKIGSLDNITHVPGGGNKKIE
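In this qHTS, human K18 P301L tau is incubated with compound and heparin for 6 hr at 37 C, and Thioflavin T fluorescence then reports fibril load.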
TR SRC2 fluor cs: alters Texas Red total fluorescence, flagging assay interference | TRb/SRC2 Texas Red total fluorescence interference | Potency, µM (highest dose often 106 µM), for the others: at the highest dose fluorescence change, negative = quenching | 280,000 compounds, 0.29% hits; active means well fitted curve in either direction with a large enough effect; inconclusive means small, poorly fitted or top-dose-only effect
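Flags fluorescent or light-absorbing compounds by total fluorescence, S + 2P, at 555 nm excitation and 632 nm emission. Mixture: 20 nM Texas Red SRC2 peptide, 0.6 uM human TRb LBD, 1 uM T3, 5% DMSO; compound exposure 5 h at ambient temperature.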
L3MBTL1 inh: L3MBTL1 (human) inhibition; Q9Y468; AlphaScreen L3MBTL1–H3K9me1 peptide binding; Potency, µM (top dose mostly 57.1 µM), inactives show at the highest dose activity, negative = inhibition, actives largely listed as inhibitors; 230,000 compounds, 0.66% hits; AID 485360; further: nearly all actives have a fitted effect of over 60% in size
Target sequence (Q9Y468 whole entry, looked up): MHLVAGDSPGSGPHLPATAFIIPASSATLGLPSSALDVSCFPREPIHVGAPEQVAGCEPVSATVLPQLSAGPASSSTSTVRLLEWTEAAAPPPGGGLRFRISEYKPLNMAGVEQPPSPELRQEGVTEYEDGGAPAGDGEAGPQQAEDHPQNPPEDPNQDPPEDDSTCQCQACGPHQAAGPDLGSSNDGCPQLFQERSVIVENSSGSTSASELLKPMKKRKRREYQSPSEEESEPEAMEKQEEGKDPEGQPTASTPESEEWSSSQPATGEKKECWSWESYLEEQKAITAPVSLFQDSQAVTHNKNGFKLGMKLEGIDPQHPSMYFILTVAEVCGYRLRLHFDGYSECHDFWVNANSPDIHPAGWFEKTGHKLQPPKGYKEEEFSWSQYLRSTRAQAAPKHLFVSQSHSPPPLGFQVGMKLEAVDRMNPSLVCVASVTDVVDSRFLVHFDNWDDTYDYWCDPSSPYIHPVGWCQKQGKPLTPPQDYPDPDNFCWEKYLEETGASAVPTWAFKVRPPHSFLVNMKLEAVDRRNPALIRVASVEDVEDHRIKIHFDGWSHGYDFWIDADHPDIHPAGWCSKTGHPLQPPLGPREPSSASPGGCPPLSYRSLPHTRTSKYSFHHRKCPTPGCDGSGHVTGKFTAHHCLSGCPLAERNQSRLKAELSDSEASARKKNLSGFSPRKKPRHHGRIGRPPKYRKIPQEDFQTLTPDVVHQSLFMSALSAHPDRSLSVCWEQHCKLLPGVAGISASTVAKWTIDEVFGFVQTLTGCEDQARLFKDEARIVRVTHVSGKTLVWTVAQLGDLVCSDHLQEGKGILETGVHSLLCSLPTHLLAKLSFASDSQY
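AlphaScreen assay: L3MBTL1 (50 nM final) was preincubated 30 min at room temperature with biotinylated H3(1-15)K9me1 peptide (75 nM final), then 30 min with library compounds; streptavidin donor and nickel chelate acceptor beads (10 ug/mL final) added, 30 min dark.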
TRb-SRC2 inh: TRbeta-SRC2 interaction inhibition; P10828; 280,000 compounds, 0.065% hits; Potency, µM (series often up to 106 µM), inactives show at the highest dose activity change, negative = inhibition, hits mostly inhibitors; TRbeta-SRC2 peptide binding, fluorescence polarization; receptor liganded with 1 µM T3;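 further: plate controls were bound peptide for no effect and peptide without receptor for full effect; nearly all actives have a fitted effect of over 50% in size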
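Decrease in fluorescence polarization of 20 nM Texas Red SRC2 coactivator peptide flagged inhibition of its binding to 0.6 uM TRb LBD; 1 uM T3 included, incubation 5 hr, ex 555/em 632 nm.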
GoLoco inh red: inhibitors of human Gai1-RGS12 GoLoco interaction (red fluorophore). Gai1:RGS12 GoLoco peptide FP, rhodamine, 10 min. Potency, µM (top dose mostly 61.6 µM), for inactives: at the top dose activity, negative = inhibition, actives largely listed as inhibitors. 230,000 compounds, 0.44% hits; active means well fitted inhibition curve with a large enough effect, not every such curve was filed as active; inactive means no such curve, though single readings can be large or run the other way; further: nearly all actives have a fitted effect of over 30% in size; many of its hits are not listed in these tables
Tau FP inhib: tau fibrillization inhibition (FP); Potency, µM (doses to about 57.7 µM), without a hit: top-dose activity, negative = inhibition, hits mostly inhibitors; K18 P301L tau heparin fibrillization, Alexa594 FP, 6 h; 280,000 compounds, 0.39% hits; further: nearly all actives have a fitted effect of over 55% in size
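K18 P301L tau (15 uM unlabeled/0.24 uM Alexa 594-labeled, final) + compound + heparin 20 uM final; 100 mM NaOAc pH 7; 6 hr 37 C; ThT 30 uM final added, 1 hr RT; FP ex 555/em 632 nm.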
RECQ1 inh: RECQ1 (human) helicase inhibition | Potency, µM (highest dose often 57.3 µM), inactives show top-dose activity, negative = inhibition, hits mostly inhibitors | 240,000 compounds, 0.54% hits | RECQ1 DNA unwinding, red fluorescence kinetic read | P46063;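 further: plate controls were vehicle for no effect and no enzyme for full effect; nearly all actives have a fitted effect of over 30% in size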
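50 nM RECQ1T1 preincubated 15 min with compound in Tris pH 8.0 buffer with MgCl2, DTT, Tween-20 and 2.5 ug/ml poly(dI-dC); started with 200 nM TAMRA/BHQ-2 forked duplex and 2 mM ATP. Unwinding read as fluorescence (525/598 nm), two reads 2 h apart.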
JMJD2E inh: JMJD2E (human) inhibition; B2RXH2; JMJD2E catalytic domain, FDH-coupled NADH fluorescence (FDH is formaldehyde dehydrogenase); Potency, µM (top dose mostly 57.1 µM), inactives show top-dose activity change, negative = inhibition, actives largely listed as inhibitors; 230,000 compounds, 1.6% hits; active means well fitted inhibition curve with a large enough effect, not every such curve was filed as active; inconclusive means small, poorly fitted or top-dose-only effect, or another doubt; inactive means no such curve, though single readings can be large or run the other way;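 further: 0% = wells with enzyme and -100% = buffer wells without enzyme; nearly all actives have a fitted effect of over 50% in size; many of its hits are not listed in these tables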
The depositor's hits bear a star; i = inactive; ? = inconclusive; . = no result given; & = joins results of further samples; [ ] = another dose, or the depositor's remark. Unless noted, the call rests on the fitted dose curve; in most records, active means well fitted curve in the direction sought with a large enough effect; inconclusive means small, poorly fitted or top-dose-only effect, or another doubt; inactive means no such curve, though single readings can be large; an effect the other way counts as inactive or inconclusive. Unless noted, on the % scale 0 is the no-effect control and ±100 the full control effect; potency means the concentration at half of the fitted maximal effect. Not all compounds are listed; rates above refer to the full screens.

SMILES	Tau fibril ThT	TR SRC2 fluor cs	L3MBTL1 inh	TRb-SRC2 inh	GoLoco inh red	Tau FP inhib	RECQ1 inh	JMJD2E inh
S=C(NCCCN1CCOCC1)Nc1ccc(Cl)cc1Cl	4%	1%	?	3%	2%	1%	-2%	2%
Cc1nc(NCCc2ccc(S(N)(=O)=O)cc2)c2c(C)c(C)sc2n1	-8%	-3%	.	-17%	9%	-5%	-5%	-3%
O=C(N/N=C/c1ccc(N2CCOCC2)cc1)C1CC1	-4%	0%	2%	4%	6%	17%	-6%	?
COc1ccc(N2C(=O)C3C4C=CC(C5CC45)C3C2=O)c([N+](=O)[O-])c1 (stereo unspecified)	-3%	-1%	-7%	-4%	8%	8%	-13%	1%
CCc1cc2c(=O)c(-c3cnn(-c4ccccc4)c3)coc2c(CN2CCOCC2)c1O	-18%	2%	-4%	11%	4%	2%	3%	?
O=C(Nc1ccc(SC(F)F)cc1)C12CCC(CC1)C2	-6%	3%	12%	4%	1%	-12%	i	1%
CC1(C)CC2CC(C)(CN2C(=O)CCCN2C(=O)c3ccccc3C2=O)C1 (stereo unspecified)	-17%	-3%	.	-10%	8%	0%	-1%	-4%
COc1ccc(C(Nc2ccccn2)c2oc(CO)cc(=O)c2O)cc1 (stereo unspecified)	?	-3%	-4%	-6%	2%	14%	i	?
O=C(O)/C=C\C(=O)N1CCc2ccccc21	-12%	0%	-6%	0%	7%	3%	-5%	-4%
NS(=O)(=O)c1ccc(CCNC(=O)/C=C/c2ccc([N+](=O)[O-])cc2)cc1	?	-3%	.	-3%	-5%	0%	i	2%
CCN(CCCNC(=O)CSc1cc(=O)n(C)c2cc(Cl)ccc12)Cc1ccccc1	-1%	-3%	.	-2%	5%	-3%	4%	2%
O=C(Nc1ccn(-c2ccccc2)n1)c1ccc(Cl)cc1	-12%	-1%	5%	10%	211%[activator]	-5%	-6%	-8%
COc1ccc(OCC(=O)NNc2nc3ccccc3s2)cc1	?	0%	-9%	0%	9%	1%	-6%	7%
Cc1[nH]c2ccc(C(=O)NCCc3ccccc3Cl)cc2c1C	?	1%	.	-1%	.	?	.	.
O=C(CCSc1ccc(Cl)cc1)Nc1cccnc1	-3%	-2%	-6%	-1%	23%	-2%	i	0%
Cc1ccc(NS(=O)(=O)c2ccc3c(c2)n(C)c(=O)n3C)c(C)c1	-5%	-8%	.	10%	.	-8%	.	.
C=Cc1ccc(Cn2c(C(=O)O)c(CNCc3ccc(F)cc3)c3ccc(C)cc32)cc1	7%	-3%	.	-2%	.	14%	.	.
CCOC(=O)N1CCN(Cc2nc3cc(NC(C)=O)ccc3n2C(C)C)CC1	-3%	1%	.	-10%	.	0%	.	.
CCOC(=O)CSc1nnc(NC(=O)c2cccc([N+](=O)[O-])c2)s1	?	-6%	5%	-27%	-4%	6%	5%	1%
CN(C)C(=C(C#N)C#N)N1CCN(c2ccc(Cl)c(Cl)c2)CC1	-9%	-1%	3%	3%	2%	1%	-5%	0%
CCOC(=O)c1c(-c2ccccc2)csc1NC(=O)C(C)NCCCN1CCOCC1 (stereo unspecified)	-16%	-3%	-17%	-1%	15%	9%	-5%	?
CCN(CC)c1ccc(C2CC(=O)NC3=C2C(=O)CC(C)(C)C3)cc1 (stereo unspecified)	-7%	-7%	-5%	-3%	-11%	7%	-6%	-10%
COc1ccc(Cl)cc1NC(=O)NCC1CCN(C(=O)OC(C)(C)C)CC1	.	-1%	.	3%	3%	-4%[0.0958 µM]	-2%	6%
O=C(NCc1cccs1)c1ccc2ccccc2n1	-8%	-4%	.	0%	10%	-1%	i	0%
Cn1cnnc1SCc1nnc(-c2ccccc2Br)o1	0%	-1%	-8%	0%	10%	-6%	-18%	7%
CC(O)CNc1nc2c(c(=O)n(C)c(=O)n2C)n1CCc1ccccc1 (stereo unspecified)	9%	4%	2%	0%	5%	2%	-3%	-2%
Cc1nc2ccccn2c(=O)c1NC(=O)c1ccccc1Cl	1%	-1%	.	2%	.	-2%	.	.
CCCn1c(=O)[nH]c(=O)c2c1nc(-c1ccccc1)n2CCN1CCOCC1	8%	1%	.	-16%	-83%	-3%	i	-17%
CCOc1ccc(CN2CCN(Cc3cnc(N4CCOCC4)s3)CC2CCO)cc1 (stereo unspecified)	-6%	-8%	-6%	-2%	-59%	-4%	i	12%
Cc1n[nH]c(C)c1CNCc1c(C(=O)N2CCCCCCC2)nc2ccc(Cl)cn12	0%	4%	7%	-1%	6%	5%	12%	-6%
COc1cc(Cl)c(C)cc1NC(=O)CSc1cc(=O)n(C)c2cc(Cl)ccc12	?	-2%	.	-7%	.	-9%	.	.
C=CCSc1nnc(-c2ccccc2NC(=O)CC)c(=O)[nH]1	-1%	-4%	-3%[11.4 µM]	-14%	-2%	1%	-3%	6%
C=CCN=C(NC#N)SCC(=O)c1cccc(OC)c1	-14%	2%	-6%	-3%	-5%	1%	-10%	0%
Cc1ccccc1C(=O)Nc1nnc(SCc2cc(=O)c3c(C)ccc(C)c3[nH]2)s1	?	2%	.	-5%	.	-9%	.	.
O=C(O)C1C2C=CC(O2)C1C(=O)Nc1ccccc1C(F)(F)F (stereo unspecified)	-6%	0%	.	-4%	-21%	-2%	-7%	1%
Nc1ccc(-c2nc3nc(N)nc(N)c3nc2-c2ccc(N)cc2)cc1	?	-4%	-8%	-1%	-1%	3%	-11%	-1%
Cc1nc(-c2ccccc2)sc1-c1ccc(SCC(=O)NCc2ccc(Cl)cc2)nn1	-4%	1%	.	-1%	.	-9%	.	.
O=C1CSC(c2ccccc2)N1c1nc(-c2ccc(Cl)cc2Cl)cs1 (stereo unspecified)	1%	-1%	3%	1%	5%	-1%	0%	3%
N#Cc1c(N2CCCCC2)nc(N)c2c(N)nc(SCC(=O)O)cc12	?	-3%	-13%	1%	17%	-13%	i	?
CN(c1ccccc1C(=O)Nc1ccc(S(=O)(=O)N2CCCC2)cc1)S(C)(=O)=O	3%	-2%	.	5%	-12%	-1%	-3%	-1%
CC(C)(C)OC(=O)N1CCC(c2c(C(=O)O)cnn2-c2ccc(F)cc2F)CC1	2%	-1%	.	-2%	.	-6%	.	.
Cc1nn(-c2ccccc2)c(OC(=O)c2ccccc2)c1S(=O)(=O)c1ccccc1	-1%	-2%	.	-6%	.	0%	.	.
COc1ccc(/C=N/n2c(N)nc(-c3ccccc3)c2-c2ccccc2)cc1	?	2%	-11%	2%	2%	13%	-14%	6%
Cc1noc(/C=C/NCc2cccnc2)c1S(=O)(=O)N(C)CC(=O)N1CCc2ccccc21	?	0%	.	-5%	5%	0%	-2%	-24%
COc1ccc(-c2csc3nc(-c4ccccc4OC)oc(=O)c23)cc1	-8%	-1%	16%	-7%	-11%	?	i	1%
Cc1nnc(SCC(=O)NCCc2ccccc2)s1	3%	0%	5%	0%	7%	3%	i	5%
COC(=O)CNC(=O)Cc1c(F)cccc1Cl	-6%	-3%	10%	0%	-4%	1%	i	-6%
O=C(c1cccs1)N1CCN=C1SCc1cccnc1	-22%	1%	0%	3%	-6%	-1%	i	5%
COC(=O)c1nnn(-c2nc(N3CCOCC3)nc(N3CCOCC3)n2)c1C	5%	-2%	-9%	-8%	2%	3%	0%	0%
Cc1ccc(Nc2cc(=O)[nH]c(=O)[nH]2)cc1C	2%&-3%	-5%&2%	7%	0%&-5%	6%	2%&7%	i	-5%

Four entries out of the list, ordered by formula weight, smallest number first.
SMILES	Tau fibril ThT	TR SRC2 fluor cs	L3MBTL1 inh	TRb-SRC2 inh	GoLoco inh red	Tau FP inhib	RECQ1 inh	JMJD2E inh
Cc1ccc(Nc2cc(=O)[nH]c(=O)[nH]2)cc1C	2%&-3%	-5%&2%	7%	0%&-5%	6%	2%&7%	i	-5%
COc1ccc(-c2csc3nc(-c4ccccc4OC)oc(=O)c23)cc1	-8%	-1%	16%	-7%	-11%	?	i	1%
COc1ccc(/C=N/n2c(N)nc(-c3ccccc3)c2-c2ccccc2)cc1	?	2%	-11%	2%	2%	13%	-14%	6%
COC(=O)c1nnn(-c2nc(N3CCOCC3)nc(N3CCOCC3)n2)c1C	5%	-2%	-9%	-8%	2%	3%	0%	0%

(listing goes on)
SMILES	Tau fibril ThT	TR SRC2 fluor cs	L3MBTL1 inh	TRb-SRC2 inh	GoLoco inh red	Tau FP inhib	RECQ1 inh	JMJD2E inh
CC(C)c1ccc(NC(=O)CN2C(=O)C3(SCC(=O)N3c3ccc(F)cc3)c3ccccc32)cc1 (stereo unspecified)	-6%	-5%	.	7%	.	?	.	.
CC(C)c1onc(C(=O)NCCc2ccccc2)c1[N+](=O)[O-]	-10%	-2%	.	-2%	11%	-4%	-4%	2%
O=C(CSc1ccccn1)N1CCN(C(=O)CSc2ccccn2)CC1	-3%	1%	-1%	6%	8%	-7%	-7%	6%
CCOC(=O)c1cnc(-c2ccccc2)nc1Oc1cccc(Cl)c1	-5%	-3%	-3%	-5%	-8%	-4%	8%	-4%
Cc1cc(=O)oc2cc(OCC(=O)OCC(=O)Nc3ccccc3Br)ccc12	?	-2%	12%	-3%	3%	-4%	-13%	?
O=C(COC(=O)c1ccc(S(=O)(=O)N2CCOCC2)cc1)NC1CCCCCC1	-4%	4%	1%	6%	-4%	-1%	-5%	-5%
COc1ccc(C(C(=O)NC2CCCCC2)N(C(=O)CCl)c2ccc(Cl)cc2)cc1 (stereo unspecified)	-16%	-1%	11%	10%	9%	8%	-8%	-5%
CCNS(=O)(=O)c1ccc(CCC(=O)O)cc1	8%	-3%	3%	-3%	0%	6%	i	-3%
Cc1cnc(NC(=O)CN(C)S(=O)(=O)c2ccc(Cl)cc2)s1	-10%	1%	13%	-21%	-1%	0%	i	-3%
CSc1ncccc1C(=O)Nc1nc2ccc(Oc3ccccc3)cc2s1	0%	0%	-15%	2%	8%	?	-7%	63%[activator]
CC(=O)Nc1c(C(=O)O)oc2ccc(Cl)cc12	-1%	0%	4%	-2%	-1%	8%	i	?
COc1ccc2c(=O)cc(C(F)(F)C(F)(F)F)oc2c1	5%	0%	-4%	-22%	.	-5%	i	2%
COc1ccc(C(C(C(=O)c2cccs2)N2CCOCC2)N2CCOCC2)cc1OC (stereo unspecified)	-16%	-1%	3%	-5%	2%	-3%	-17%	-19%
